HT1080 cytotoxicity: HT1080 cell viability loss – fluorescence readout (AID 620) | 87,000 tested, 0.42% active | cytotoxicity, % at 10 µM; hits with a dose series show EC50 in µM | HT1080 viability, fluorescence; higher % means a stronger effect;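 further: cells exposed to compound overnight then 4 h with Alamar Blue; 0% = vehicle DMSO and 100% = killing control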
LYP phosphatase: LYP phosphatase inhibitors, primary screen, biochemical, DiFMUP fluorescence, recombinant catalytic domain, 10 µM (AID 606); recombinant LYP catalytic domain, DiFMUP fluorescence; higher % means a stronger effect; inhibition, % at 10 µM, or IC50 in µM where a hit was titrated; 52,000 tested, under 10 active;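 active means IC50 under 40 µM in the dose-response test; inactive means IC50 of 40 µM or more, or never dose-tested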
Bfl-1 displacement: Bfl-1 inhibitors, primary screen, biochemical, fluorescence polarization, FITC-Bid, mouse (AID 432); 64,000 tested, 0.02% active; displacement, % at 20 µM, or IC50 in µM where a hit was titrated; FITC-Bid BH3 peptide fluorescence polarization displacement; higher % means a stronger effect; in the data active means a potency from the dose series; inactive means the rest, 99 in 100 with displacement below about 15%; further: strong numbers were not always called active
Alkaline phosphatase: inhibition of tissue-nonspecific alkaline phosphatase – biochemical, luminescent (AID 518) | inhibition, % at 20 µM; hits with a dose series show IC50 in µM | purified TNAP enzyme, luminescent substrate readout; higher % means a stronger effect | 64,000 tested, 0.09% active; in the data active means a potency from the dose series; inactive means the rest, 99 in 100 with inhibition below about 22%;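 further: plate controls were vehicle for no effect and reference inhibitor for full effect; many of its hits are not listed in these tables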
KRASV12 cytotoxicity: cytotoxicity in KRAS-transformed pancreatic duct cells, primary screen, cell-based, fluorescence, HTS (AID 431); cytotoxicity, % at 10 µM, or EC50 in µM where a hit was titrated; 63,000 tested, 1.7% active; HPDE-C7K KRASV12 cells, Alamar Blue viability, 48 h; higher % means a stronger effect;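 active means compounds whose percent cytotoxicity in the single-dose primary screen, scaled between solvent and toxic-drug controls, exceeds 50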;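 further: 0% = DMSO solvent wells and 100% = doxorubicin-treated wells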
HPDE-C7 viability: cytotoxicity in HPDE-C7 cells, cell-based, fluorescence, HTS (AID 430); HPDE-C7 pancreatic duct cells viability, fluorescence; higher % means a stronger effect; 63,000 tested, 1.8% active; cytotoxicity, % at 10 µM; hits with a dose series show EC50 in µM;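 further: cells exposed to compound for 48 hours before viability readout; 0% = vehicle and 100% = reference cytotoxic drug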
DPM-DC inhibit: S. pneumoniae DPM-DC inhibition | purified DPM-DC, PK/LDH coupled NADH fluorescence | calls only at 10 µM | 65,000 tested, 0.49% active;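 active means the 320 compounds with the highest percent inhibition in the single-dose primary screen, excluding strongly autofluorescent ones, cut at about 32% in these data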;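 further: kinetic rate of NADH fluorescence loss reporting ADP formed by the decarboxylase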
PMK inhibit: S. pneumoniae PMK inhibition; purified PMK, PK/LDH-coupled NADH absorbance 340 nm; inhibition, % at 10 µM; 65,000 tested, 0.49% active;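 active means top-ranked compounds by inhibition in the single 10 µM screen, taking a fixed number of the strongest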;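 further: 0% = full reaction with DMSO carrier and 100% = background rate without enzyme reaction; no value below 0 was filed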
MK inhibit: blocks S. pneumoniae mevalonate kinase | inhibition, % at 10 µM | 65,000 tested, 0.48% active | purified MK, PK/LDH-coupled NADH absorbance 340 nm | AID 555;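 active means ranked among the strongest by inhibition in the single 10 µM screen, a fixed top-ranked set picked for dose follow-up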; further: no value below 0 was filed
PMK inhibit pilot replicates: recorded beside PMK inhibit, whose call it bears; inhibition, %; measured here: pilot screen replicates
MK inhibit pilot replicates: second read-out of MK inhibit, no call of its own (marks repeat the call); inhibition, %; measured here: pilot screen replicates
DPM-DC inhibit pilot screen %: also measured in DPM-DC inhibit; calls as there; inhibition, %; measured here: pilot screen trials
The depositor's hits bear a star; i = inactive; · = not tested or not shown. Unless noted, no stated cut-off is given here; in the data, active means cytotoxicity above about 50%; inactive means the rest.

SMILES | HT1080 cytotoxicity | LYP phosphatase | Bfl-1 displacement | Alkaline phosphatase | KRASV12 cytotoxicity | HPDE-C7 viability | DPM-DC inhibit | PMK inhibit | MK inhibit | others
CC(C)(C)C1CCc2onc(C(=O)N3CCOCC3)c2C1 (stereo not drawn) | -1% | -1% | 6% | 11% | -2% | -3% | i | 19 | 6
COc1ccccc1NC(=O)CN(Cc1ccco1)C(=O)c1ccc(-n2nc(C)cc2C)cc1 | 14% | · | 3% | 9% | · | · | i | 14 | 4
Cc1nnc(NC(=O)c2ccc(S(=O)(=O)N(C)Cc3ccccc3)cc2)o1 | 1% | 5% | -5% | 4% | 6% | 20% | i | 10 | 5
Cc1cccc(OCC(O)CN2CCN(C3CCCCC3)CC2)c1 (stereo not drawn) | 4% | 4% | -5% | 11% | 48% | 48% | i | 0 | 11
Cc1ccc(OCC(=O)Nc2ccc(O)c(C(=O)O)c2)cc1C | -8% | 7% | -3% | 3% | 10% | 8% | · | 6 | 9
COC(=O)CCSCC(=O)Nc1cc(C)on1 | 0% | 3% | 4% | 9% | 5% | -18% | i | 12 | 6
c1csc(-c2ccc3ccccc3n2)c1 | -16% | -13% | -5% | 14% | -18% | 9% | i | 13 | 7
Cc1cccc(-n2nnnc2SCC(=O)c2cc(C)n(CC3CCCO3)c2C)c1 (stereo not drawn) | -2% | 13% | -4% | 8% | -37% | -32% | i | 12 | 0
O=S(=O)(O)c1nc2ccccc2n1Cc1ccc(Cl)cc1Cl | -5% | 3% | 3% | 12% | 14% | 15% | i | 7 | 3
CCOC(=O)c1c(C)nc(-c2ccccc2)nc1NC(C)=O | -3% | 3% | -2% | 14% | · | · | i | 11 | 8
COC(=O)c1cc(NC(=O)CC2C(=O)NCCN2C(=O)c2ccccc2)cc(C(=O)OC)c1 (stereo not drawn) | -1% | 16% | -7% | 5% | 0% | -4% | i | 11 | 10
Nc1[nH]ncc1C(=O)Nc1cccc(C(F)(F)F)c1 | 19% | 12% | -20% | 6% | -14% | -16% | i | 10 | 0
Cc1ccc(NCN2C(=O)c3ccccc3C2=O)c(C)c1 | 7% | 4% | -6% | 9% | -5% | 7% | i | 1 | 13
CC(=O)Nc1ccc(S(=O)(=O)NCc2cn3ccsc3n2)cc1 | -1% | -13% | · | · | · | · | i | 9 | 8
Cc1cc2nnc(SCC(=O)NCc3cccs3)n2c(N)n1 | -2% | · | -6% | 2% | -4% | 3% | i | 7 | 7
CCOC(=O)c1c(NC(=O)COc2ncnc3sccc23)sc2c1CCC2 | -2% | · | 4% | 2% | 9% | 4% | i | 6 | 0
CCN(CC)CCN=C1CCCc2ccccc2N1 | -1% | 4% | -3% | 3% | 5% | 0% | i | 6 | 5
CC(Oc1cc(C(F)(F)F)cc(C(F)(F)F)c1)C(=O)NC(N)=O (stereo not drawn) | 0% | 9% | -3% | -3% | -9% | -3% | i | 11 | 0
CCC(C)(C)n1nnnc1CN(Cc1ccco1)Cc1cc2cc3c(cc2[nH]c1=O)OCO3 | 2% | · | -4% | 1% | -21% | -16% | · | 8 | 7
Cn1c(=O)oc2cc(S(=O)(=O)N3CCCC(C(=O)N4CCc5ccccc5C4)C3)ccc21 (stereo not drawn) | -2% | 5% | 1% | 2% | 8% | -10% | i | 1 | 0
CCOc1ccccc1-n1cnc2cc(C(=O)NCc3ccco3)ccc21 | 6% | -1% | · | · | · | · | i | 13 | 0
N#CCCN1CCN(C2=NC(=O)C(=C3CCCCC3)S2)CC1 | -6% | -1% | -7% | 8% | 1% | -4% | i | 16 | 11
COc1ccccc1-c1nnc(NC(C)=O)s1 | -6% | 1% | -8% | 8% | 2% | -1% | i | 5 | 6
O=C(Nc1nncs1)c1ccc(S(=O)(=O)c2ccccc2)cc1 | 4% | 3% | -8% | 4% | 2% | -3% | i | 0 | 3
CSc1nncc(-c2ccc(F)c(F)c2)n1 | -4% | · | -8% | 8% | -13% | -6% | i | 6 | 7
O=C(Cc1cccs1)NCc1ccccc1F | 7% | · | 0% | 8% | -1% | -4% | i | 6 | 9
Cc1ccc(-c2[nH]nc3c2C(c2ccoc2)C(C#N)=C(N)O3)cc1C (stereo not drawn) | -5% | 3% | 1% | 17% | -7% | 4% | i | 0 | 1 | PMK inhibit pilot replicates=1.5;MK inhibit pilot replicates=2.5;DPM-DC inhibit pilot screen %=3.0
COc1ccccc1/C=C/CN1CCOCC1 | -1% | 16% | -2% | 8% | -8% | -2% | i | 0 | 44*
CN(Cc1ccccc1)C(=O)CSc1nc2ccccc2c(=O)n1Cc1ccco1 | -4% | 6% | -7% | 0% | 15% | 10% | i | 12 | 0
COc1ccc(S(=O)(=O)N2CCCC2C(=O)Nc2ccc(C)cc2)cc1 (stereo not drawn) | 4% | -3% | -4% | 24% | 3% | 4% | i | 15 | 10 | PMK inhibit pilot replicates=2.0;MK inhibit pilot replicates=0.0;DPM-DC inhibit pilot screen %=1.5

Reprinted at random: 2 records from the list, in no set order.
SMILES | HT1080 cytotoxicity | LYP phosphatase | Bfl-1 displacement | Alkaline phosphatase | KRASV12 cytotoxicity | HPDE-C7 viability | DPM-DC inhibit | PMK inhibit | MK inhibit | others
CC(Oc1cc(C(F)(F)F)cc(C(F)(F)F)c1)C(=O)NC(N)=O (stereo not drawn) | 0% | 9% | -3% | -3% | -9% | -3% | i | 11 | 0
O=C(Nc1nncs1)c1ccc(S(=O)(=O)c2ccccc2)cc1 | 4% | 3% | -8% | 4% | 2% | -3% | i | 0 | 3

More structures.
SMILES | HT1080 cytotoxicity | LYP phosphatase | Bfl-1 displacement | Alkaline phosphatase | KRASV12 cytotoxicity | HPDE-C7 viability | DPM-DC inhibit | PMK inhibit | MK inhibit | others
CC1=C(C#N)c2nc(N)c(C#N)c(C)c2/C1=C\c1ccccc1 | 24% | · | 0% | 13% | 107%* | 107%* | i | 17 | 20
CC(C)Cn1c(N)c(C(=O)CSc2ccc3c(c2)OCCO3)c(=O)n(C)c1=O | 4% | 6% | 0% | 10% | -6% | 13% | i | 7 | 0
CCOC(=O)c1c(C)n(C)c2c(C)cc(O)c(OC(C)=O)c12 | 8% | -2% | 2% | 8% | 16% | 18% | i | 14 | 4 | PMK inhibit pilot replicates=0.0;MK inhibit pilot replicates=0.0;DPM-DC inhibit pilot screen %=0.0
CCOC(=O)c1cnc(SCC)[nH]c1=O | 5% | 11% | 0% | 17% | 10% | 7% | i | 13 | 11 | PMK inhibit pilot replicates=4.0;MK inhibit pilot replicates=5.0;DPM-DC inhibit pilot screen %=1.5
Cn1c(=O)c(=O)n(C)c2cc(S(=O)(=O)N3CCOCC3)ccc21 | 5% | 13% | 0% | 7% | 2% | 7% | i | 10 | 0
NC(=O)c1ccccc1NC(=O)CS(=O)(=O)Cc1ccccc1 | -4% | -5% | -2% | 2% | -5% | -2% | i | 8 | 4
CCCCCCOc1ccc(/C(N)=N/O)cc1 | 38% | 10% | 0% | 7% | 33% | 14% | i | 8 | 16
CC(C)Cn1cnc2c(c1=O)c1nc3ccccc3nc1n2Cc1ccc2c(c1)OCO2 | -14% | 3% | -1% | 1% | -3% | -16% | i | 0 | 12
CC(=O)Nc1ccc(NC(=O)CN(C)CCC#N)cc1 | 5% | 12% | -8% | 6% | 9% | -6% | i | 2 | 3
O=C(c1cnsn1)N1CCN(c2ccccn2)CC1 | -3% | · | -12% | 12% | 6% | 1% | i | 6 | 7 | PMK inhibit pilot replicates=0.0;MK inhibit pilot replicates=0.0;DPM-DC inhibit pilot screen %=0.0
Cc1ccc(NC2=CC(=O)CC(C)(C)C2)c(N)c1 | -16% | 4% | 2% | 3% | 5% | -10% | i | 13 | 12
CCOC(=O)c1nn(-c2ccc(OC)cc2)c(=O)c2c(NC(=O)c3ccco3)scc12 | 9% | 6% | -4% | 14% | -6% | 2% | i | 16 | 8
CCc1c(C)[nH]n(-c2ccc(Oc3ccccc3)c(S(=O)(=O)O)c2)c1=O | -2% | 9% | 8% | 1% | 1% | -2% | i | 0 | 4
O=C1[C@@H]2C(Cc3ccc(O)cc3)NC3(C(=O)Nc4ccc(F)cc43)[C@@H]2C(=O)N1c1ccc(F)cc1 (stereo partly drawn) | -10% | · | -8% | 11% | 5% | 3% | i | 4 | 3
COC(=O)[C@H](CCSC)NC(=O)Nc1cc(C)ccc1C | -8% | -1% | -6% | 10% | 13% | 8% | i | 5 | 2 | PMK inhibit pilot replicates=2.0;MK inhibit pilot replicates=1.5;DPM-DC inhibit pilot screen %=0.0
O=C(c1cccc(F)c1)N1CCN(c2cccc(C(F)(F)F)c2)CC1 | 0% | -35% | -2% | 7% | 3% | -3% | i | 0 | 5
CCOc1ccccc1N(CC(=O)NCC1CCCO1)C(=O)CCC(=O)Nc1ccccn1 (stereo not drawn) | 23% | 2% | -2% | 11% | -5% | -10% | i | 6 | 2

Structures listed so far with a halogen, in the order listed:
SMILES | HT1080 cytotoxicity | LYP phosphatase | Bfl-1 displacement | Alkaline phosphatase | KRASV12 cytotoxicity | HPDE-C7 viability | DPM-DC inhibit | PMK inhibit | MK inhibit | others
O=S(=O)(O)c1nc2ccccc2n1Cc1ccc(Cl)cc1Cl | -5% | 3% | 3% | 12% | 14% | 15% | i | 7 | 3
Nc1[nH]ncc1C(=O)Nc1cccc(C(F)(F)F)c1 | 19% | 12% | -20% | 6% | -14% | -16% | i | 10 | 0
CC(Oc1cc(C(F)(F)F)cc(C(F)(F)F)c1)C(=O)NC(N)=O (stereo not drawn) | 0% | 9% | -3% | -3% | -9% | -3% | i | 11 | 0
CSc1nncc(-c2ccc(F)c(F)c2)n1 | -4% | · | -8% | 8% | -13% | -6% | i | 6 | 7
O=C(Cc1cccs1)NCc1ccccc1F | 7% | · | 0% | 8% | -1% | -4% | i | 6 | 9
O=C1[C@@H]2C(Cc3ccc(O)cc3)NC3(C(=O)Nc4ccc(F)cc43)[C@@H]2C(=O)N1c1ccc(F)cc1 (stereo partly drawn) | -10% | · | -8% | 11% | 5% | 3% | i | 4 | 3
O=C(c1cccc(F)c1)N1CCN(c2cccc(C(F)(F)F)c2)CC1 | 0% | -35% | -2% | 7% | 3% | -3% | i | 0 | 5

Bioassay records (PubChem BioAssay)
